DT40 TDP1 no CPT: qHTS for Inhibitors of human tyrosyl-DNA phosphodiesterase 1 (TDP1): qHTS in cells in absence of CPT. DT40 Tdp1-/- hTDP1 cells, no CPT, ATP luminescence, 48 h. Potency, µM (titrated, usually from 46.2 µM), for inactives: at the highest dose activity change, negative = growth inhibition, hits mostly inhibitors. 420,000 tested, 15% active. AID 686978, 2013; note: nearly all actives have a fitted effect of over 55% in size
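Growth of hTDP1-complemented DT40 Tdp1-knockout cells is measured by ATP luminescence after at least 48 hr compound exposure at 37 °C, with DMSO substituting for the 20 nM CPT used in the parallel screen.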
DT40 TDP1 CPT: growth inhibition of DT40 Tdp1-/-;hTDP1 cells with camptothecin (screen for TDP1 inhibitors). AID 686979. Potency, µM (highest dose often 46.2 µM), without a hit: top-dose activity change, negative = growth inhibition, actives largely listed as inhibitors. 420,000 tested, 12% active. chicken DT40 Tdp1-/-;hTDP1 cells + 20 nM CPT, ATP luminescence, 48 h; note: nearly all actives have a fitted effect of over 55% in size
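Chicken DT40 Tdp1-/- cells complemented with human TDP1, 400 cells/well, exposed to compounds plus 20 nM camptothecin for at least 48 h at 37 C; viability read as ATP content by CellTiter-Glo luminescence.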
TDP1 block: TDP1 (human) enzyme inhibition; recombinant TDP1, AlphaScreen DNA substrate cleavage; Potency, µM (top dose mostly 130 µM), for inactives: at the highest dose activity change, negative = inhibition, hits mostly inhibitors; 350,000 tested, 0.28% active; AID 485290; note: nearly all actives have a fitted effect of over 40% in size
Target sequence (Q9NUW8 whole entry, looked up): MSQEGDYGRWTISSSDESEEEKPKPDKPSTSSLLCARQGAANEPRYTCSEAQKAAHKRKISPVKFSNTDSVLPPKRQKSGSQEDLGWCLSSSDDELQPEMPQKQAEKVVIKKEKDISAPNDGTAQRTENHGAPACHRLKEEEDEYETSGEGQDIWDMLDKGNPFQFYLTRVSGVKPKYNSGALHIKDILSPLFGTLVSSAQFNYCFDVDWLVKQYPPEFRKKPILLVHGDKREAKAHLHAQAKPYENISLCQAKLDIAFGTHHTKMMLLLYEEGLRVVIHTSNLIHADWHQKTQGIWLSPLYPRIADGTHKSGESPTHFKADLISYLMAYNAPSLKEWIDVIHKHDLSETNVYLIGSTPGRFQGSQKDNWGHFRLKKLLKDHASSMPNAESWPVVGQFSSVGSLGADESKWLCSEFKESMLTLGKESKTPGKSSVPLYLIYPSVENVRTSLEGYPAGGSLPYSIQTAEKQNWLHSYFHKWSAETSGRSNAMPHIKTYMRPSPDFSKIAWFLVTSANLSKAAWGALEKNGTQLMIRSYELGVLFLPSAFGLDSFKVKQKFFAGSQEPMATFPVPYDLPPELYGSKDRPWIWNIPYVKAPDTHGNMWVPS
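Steps: enzyme plus compound, 15 min RT; add biotin/phosphotyrosine-FITC oligonucleotide (15 nM final), react 5 min; add donor/acceptor beads (10 ug/ml final), 10 min; read AlphaScreen. Tdp1 at 1 nM final.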
Active calls of the source: *; u = inconclusive; x = not tested or not shown; & = joins results of further samples; [ ] = remark or other dose. Calls come from the whole dose curve; as a rule, active = well fitted curve in the direction sought with a large enough effect; inconclusive = small, poorly fitted or top-dose-only effect, or another doubt; inactive = no such curve, though single readings can be large; an effect the other way counts as inactive or inconclusive. % is set by controls: 0 for no effect and ±100 for the full control effect; potency is the fitted concentration of half-maximal effect.

SMILES	DT40 TDP1 no CPT	DT40 TDP1 CPT	TDP1 block
COc1cccc(C2CCCCN2Cc2nc(-c3ccc(C)o3)oc2C)c1 (stereo not drawn)	u	-4%	-3%
COCc1cc(C)nc2sc3c(=O)n(-c4cccc5ccccc45)nnc3c12	-15%	-16%	-2%
C=C1C(=O)O[C@@H]2[C@H]1CC[C@H](C)[C@]1(O)CCC(=O)[C@@]21C	u	23µM*	x
CCOCCCNC(=O)C1(O)c2cc(Br)ccc2NC(=O)N1c1ccc(CC)cc1 (stereo not drawn)	5%	-22%	x
CCOC(=O)c1cccc(NC(=O)c2cc(S(=O)(=O)N3CCCCCC3)cn2C)c1	u	u	3%
NC(=S)N/N=C1\CCSc2ccc(Cl)cc21	18µM*	21µM*	x
CS(=O)(=O)c1cnc2c(-c3ccsc3)cnn2c1N	0%	3%	0%
Cc1cn([C@H]2C[C@H](O)[C@@H](CNCC3=Cc4cc(O)ccc4OC3)O2)c(=O)[nH]c1=O	-14%	-1%	x
C=CCn1c(-c2cccn(Cc3cccc(Cl)c3)c2=O)n[nH]c1=S	-6%	1%	-3%
O=C(CSc1nc2ccccc2c(=O)n1-c1ccccc1)c1cccc([N+](=O)[O-])c1	u	u	x
COc1ccccc1C(=O)NCCNC(=O)c1ccc(C)nc1	0%	-6%	9%
CC(C)Cn1nc(NC(=O)C(C)(C)C)c2cc3ccccc3nc21	u	u	-12%
O=C(CC[C@H]1O[C@@H](n2ccc(=O)[nH]c2=O)[C@H](O)[C@@H]1O)N[C@@H](Cc1ccccc1)C(=O)NCC1CCCO1 (stereo partly drawn)	1%	1%	x
COc1ccc(CN(C(=O)c2snc(C(N)=O)c2N)C(C(=O)NC(C)(C)C)c2ccco2)cc1 (stereo not drawn)	-12%	-2%	-4%
CCCc1cc(=O)n2[nH]c(-c3cccc(Br)c3)cc2n1	-25%	u	x
Cn1c(=O)n(CC(=O)O)c(=O)c2c1nc1n2CCCN1c1ccc(Cl)cc1	2%	-10%	1%
CC1(C(=O)NS(=O)(=O)c2cccc(C#N)c2)CCN1C(=O)CC1CCCC1 (stereo not drawn)	-6%	4%	x
Cc1ccc(/C=C/c2onc(C)c2S(=O)(=O)N2CCC(C(=O)Nc3ccc(Br)c(C)c3)CC2)cc1	-23%	-26%	1%
CCCN(CCC)CCNC(=O)Cn1cnc2sc(C)c(S(=O)(=O)N3CCN(c4ccccc4OC)CC3)c2c1=O	15µM*	u	6%
CC(C)(C)C(=O)NC(Nc1cccc2cccnc12)C(Cl)(Cl)Cl (stereo not drawn)	16µM*	u	3%
CC(C)/C=C(/C(=O)c1ccc(Cl)cc1Cl)n1cncn1	21µM*	u	x
Cc1cccc(NC(=O)CSc2nccn2-c2cccc(Cl)c2)c1C	u	21µM*	9%
Cc1ccc(N(C)C(=O)Cn2cc(S(=O)(=O)N3CCCC3)c(S(=O)(=O)N3CCCC3)c2)cc1	-16%	1%	-2%
Cc1ccc(C)c(C(=O)N2CCC(c3nc4c(nnn4Cc4ccccc4)c(=O)[nH]3)CC2)c1	8.2µM*	u	3%
COc1cc(NC(=O)CN2C(=O)c3ccccc3S2(=O)=O)cc(OC)c1	14%	2%	0%[56.1 µM]
Further compounds:
SMILES	DT40 TDP1 no CPT	DT40 TDP1 CPT	TDP1 block
COCCNc1cc(N2CCN(C3CCCCC3)CC2)c2noc3c2c1C(=O)c1ccccc1-3	16µM*	18µM*	6%
Cc1ccc(OCCCNCCO)c(Br)c1	4.6µM*	4.6µM*	0%
O=c1c(C(c2ccc(Br)cc2)c2c(O)nc3n(c2=O)CCCS3)c(O)nc2n1CCCS2	-10%	-101%	-2%
O=C(Nc1c(C(=O)c2ccccc2)oc2ccccc12)c1cc(-c2ccccc2O)n[nH]1	18µM*	21µM*	1%
CC(C)=CC(=O)Nc1nnc(-c2ccccc2)s1	1%	-3%	-3%
O=C(CCSc1ccc(Cl)cc1)NCc1ccccn1	-16%	-4%	0%
COC(=O)c1cn(C(=O)c2cccc(C)c2)c2ccccc12	-2%	-5%	0%
Cc1cc(NC2CCCC2)n2nc(C)c(-c3ccccc3)c2n1	u	u	x
Cc1ccc(C(=O)Nc2ccon2)cc1S(=O)(=O)N1CCOCC1	-19%	-15%	5%
Cc1ccc([N+](=O)[O-])cc1NC(=O)CN(C)CCOc1ccccc1	u	u	x
O=C(Cc1ccccc1)N1CCc2ccccc21	-20%	-7%	-8%
Oc1c(Br)cc(/C=N/n2c(-c3ccccc3)n[nH]c2=S)c(O)c1Br	u	-22%	1%
COc1ccc(-n2ncc(C(=O)NCc3ccco3)c2C2CCN(C(=O)OC(C)(C)C)CC2)cc1	u	u	5%
Cc1ccc(N(CC(=O)NC(C)(C)C)C(=O)CCC(=O)Nc2ccccn2)c(C)c1	u	-5%	x
Cc1cccn2c(=O)c(/C=N/O)c(N3CCOCC3)nc12	-29%	10%	6%
CC1CC(C)CN(C(=O)CSc2nc(N)cc(=O)[nH]2)C1 (stereo not drawn)	-25%	-2%	-6%
O=C(NCCC1CCCCN1S(=O)(=O)c1ccc(F)cc1)C(=O)NCc1ccncc1 (stereo not drawn)	0%	2%	0%
C[C@]12c3[nH]c4ccccc4c3CCN1C(=O)C(CC(=O)NCc1cccc(C(F)(F)F)c1)C[C@@H]2C(=O)N1CCCCC1 (stereo partly drawn)	15µM*	21µM*	4%
CC1(C)OC(C(N)=O)C(C(N)=O)O1 (stereo not drawn)	-8%	8%	-2%
COc1cc(C2Nc3cc(C)c(C)cc3NC3=C2C(=O)CC(C)(C)C3)ccc1OC(C)=O (stereo not drawn)	23%	-20%	3%
CCN(CC)c1ccc2cc(C#N)c(=O)oc2c1	-4%	2%	5%
COc1cccc(C(=O)NCc2ccccc2OC)c1	-18%	3%	0%
O=C(CN1C(=O)NC2(CCc3ccccc32)C1=O)c1ccc(F)cc1 (stereo not drawn)	-10%	-10%	-17%[0.505 µM]
CCCc1[nH]n(-c2ccc([N+](=O)[O-])cc2)c(=O)c1C(C)=NCc1ccncc1	u	u	x
FC(F)Oc1ccc(NC(=S)NCCc2ccccn2)cc1	-3%	4%	-2%
Next section.
SMILES	DT40 TDP1 no CPT	DT40 TDP1 CPT	TDP1 block
c1ccc(COc2ncnc3c2ncn3CCCNC2CCN(Cc3ccccc3)CC2)cc1	4.1µM*	7.3µM*	x
CCOc1ccc(S(=O)(=O)N(C(=O)c2ccncc2)c2ccc3oc(C)c(C(=O)OC)c3c2)cc1	0.92µM*	1µM*	x
CCOC(=O)C1CCN(C(=O)CSc2c3c(nc4ccc(Cl)cc24)CCCC3)CC1	u	u	7%
C/C(=N\NC(=S)NC(C)C)c1cccc([N+](=O)[O-])c1	0.92µM*	0.92µM*	0%
CCCCOc1ccc(C(=O)N2CCN(c3ccc(N4CCOCC4)nn3)CC2)cc1	u	23µM*	10%
Cc1ccc(C)c(N2C(=O)N(Cc3ccccc3C)c3ccccc3S2(=O)=O)c1	29µM*	18µM*	-2%
CC(C)OC(=O)/C(=C\c1ccccc1)NC(=O)c1ccccc1	0%	0%	-1%
CSc1cccc(N2CC(C(=O)Nc3cccc(S(=O)(=O)N4CCCC4)c3)CC2=O)c1 (stereo not drawn)	15µM*	21µM*	1%
CC(Sc1ccc(S(=O)(=O)N2CCN(C)CC2)cn1)C(=O)NC1(C#N)CCCCC1 (stereo not drawn)	-6%	0%	-1%
CC(=O)N1CCN(S(=O)(=O)c2ccc(C)cc2)C1C (stereo not drawn)	-28%	3%	x
Cc1ccc(-c2nn(-c3ccccc3)cc2C(=O)Nc2ccc(C)c(S(=O)(=O)N3CCOCC3)c2)cc1	u	-28%	5%
CCCCC1(O)CC(C(F)(F)F)=NN1C(=O)COc1ccccc1 (stereo not drawn)	u	u	0%
COc1ccc(-n2c(CNC(=O)c3ccc(S(=O)(=O)N4CCCC4)cc3)n[nH]c2=S)cc1	-8%	-7%	0%
COc1ccc(Cn2ccnc2SCC(=O)Nc2ccc(F)cc2F)cc1	23µM*	u	x
COc1ccc(-n2c(=O)c(C)nc3cnc(Nc4ccccc4)nc32)cc1	u	u	x
CN(C)c1ccc(NC(=O)CSc2n[nH]c(-c3ccco3)n2)cc1	-12%	0%	3%
COc1ccc(-c2nc3c(c(SCC(=O)Nc4cccc(O)c4)n2)Cc2c(CO)cnc(C)c2O3)cc1	18µM*	u	-10%&0%
CCCCN(C(=O)c1cccc(S(=O)(=O)N(CC)c2ccccc2)c1)c1c(N)n(CC(C)C)c(=O)[nH]c1=O	-10%	-18%	x
Cc1cccc2c(=O)n3c(cc12)-c1[nH]c2ccccc2c1CC3	u	u	x
Cc1c(C(=O)NC2CCCCC2)oc2c1C(=O)CC(C)(C)C2	-16%	-7%	4%
CCc1ccc(N2CCN(C(=O)N3CCOCC3)CC2)cc1	-15%	8%	5%
C/C(Cn1nnc([N+](=O)[O-])n1)=N\NC(=O)c1ccc(Cl)c(Cl)c1	16µM*	18µM*	7%
O=C(CCCCC(=O)OC1CCCCC1)OC1CCCCC1	-14%	u	x
O=C(Cc1c(C(=O)O)[nH]c2ccccc12)NCCN1CCN(c2cccc(Cl)c2)CC1	-3%	7%	2%
O=C(O)C1C2CC3OC(=O)C1C3C2 (stereo not drawn)	-4%	-3%	x
Going on with the list:
SMILES	DT40 TDP1 no CPT	DT40 TDP1 CPT	TDP1 block
O=C(O)c1cccc(N2CCCC2)c1	-12%	0%	-1%
CCOc1ccc(NC(=O)CN2CCN(c3ccc(F)cc3)CC2)cc1S(=O)(=O)N1CCCC1	u	u	x
CC(C)c1ccc(-c2nnn(CCC(=O)O)n2)cc1	-16%	-1%	2%
CCOc1ccc(S(=O)(=O)N(CC(=O)O)c2ccc(C)cc2)cc1	-6%	-12%	-5%
O=S(=O)(NC1c2cccc3cccc(c23)C1Sc1ncccn1)c1ccc(Cl)cc1 (stereo not drawn)	u	u	-3%
O=C(CCNC(=O)c1ccc(Br)cc1)Nc1ccccc1N1CCCCC1	u	u	x
Nc1nc(-c2ccccc2)nn1C(=O)Cc1ccccc1	-16%	-7%	5%
Cn1c(SCC(=O)NC2CCCCCC2)nnc1-c1cccs1	-3%	0%	3%
O=C1CSC(c2cccc([N+](=O)[O-])c2)N1c1ccccc1 (stereo not drawn)	-13%	8%	6%
O=C(Nc1ccc2c(c1)CN(Cc1ccc(CO)o1)CC2)c1ccc(C(F)(F)F)cc1	u	u	4%
CCOC(=O)c1nc(Nc2ccccc2CC)c2ccccc2n1	18µM*	u	x
COC(=O)C(NC(=O)c1ccc(F)cc1)(Nc1ncc(S(=O)(=O)c2ccc([N+](=O)[O-])cc2)s1)C(F)(F)F (stereo not drawn)	13µM*	16µM*	10%
COc1ccc(N2CCN(C(=S)Nc3cc(C)cc(C)c3)CC2)cc1	-1%	-4%	0%
O=C(O)c1ncc(-c2ccccc2)cn1	-2%	-7%	-4%
CC1CCc2cc(F)cc3c(O)c(C(=O)NCC4CCCO4)c(=O)n1c23 (stereo not drawn)	u	u	3%
O=C(CCC1CCCCC1)Nc1cccnc1	-23%	-8%	2%
CCOc1ccc(NC(=O)CCCNC(=O)Cn2cnc3sc(C)c(C)c3c2=O)cc1	-24%	1%	-6%
CO[C@@H]1CN(C)C(=O)c2ccc(NS(=O)(=O)c3c(C)noc3C)cc2OC[C@@H](C)NC[C@@H]1C	34%[activator]	-8%	x
COc1cc(CN2C[C@@H](CO)O[C@@H](n3cnc4c(NCc5ccncc5)ncnc43)C2)cc(OC)c1OC	-3%	-8%	x

Whole records as entered above. Order of values: DT40 TDP1 no CPT	DT40 TDP1 CPT	TDP1 block
Shown for COc1ccc(N2CCN(C(=S)Nc3cc(C)cc(C)c3)CC2)cc1 → -1%	-4%	0%
Shown for O=C1CSC(c2cccc([N+](=O)[O-])c2)N1c1ccccc1 (stereo not drawn) → -13%	8%	6%
Shown for O=C(Nc1ccc2c(c1)CN(Cc1ccc(CO)o1)CC2)c1ccc(C(F)(F)F)cc1 → u	u	4%
Shown for O=C(CCC1CCCCC1)Nc1cccnc1 → -23%	-8%	2%
Shown for Nc1nc(-c2ccccc2)nn1C(=O)Cc1ccccc1 → -16%	-7%	5%

Limited to DT40 TDP1 CPT and DT40 TDP1 no CPT (2 entries from above):
SMILES	DT40 TDP1 CPT	DT40 TDP1 no CPT
CCOC(=O)c1nc(Nc2ccccc2CC)c2ccccc2n1	u	18µM*
COC(=O)C(NC(=O)c1ccc(F)cc1)(Nc1ncc(S(=O)(=O)c2ccc([N+](=O)[O-])cc2)s1)C(F)(F)F (stereo not drawn)	16µM*	13µM*
